High-throughput results from PubChem.
LDHA inh: LDHA (human) enzyme inhibition. P00338. purified LDHA, NADH/diaphorase-resazurin fluorescence; hits give low values. activity change, % (values are at about 110 or 230 µM). hit rate 0.15% among 480,000. AID 1347041; in the data active = activity change below about -30%; inconclusive = mostly about -25% to -30%;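 also: plate controls were DMSO wells for no effect and wells without enzyme for full effect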
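Enzyme activity of human lactate dehydrogenase 5 (2 nM; 0.06 mM NADH, 0.2 mM pyruvate, 5 min, RT) is measured via a resazurin/diaphorase fluorescence readout of residual NADH.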
* hit, by the source's call; ? = inconclusive.

LDHA inh	SMILES
5.3	CCCCn1c(=O)[nH]c(=O)c2c1nc(CN1CCN(S(=O)(=O)c3ccccc3)CC1)n2C
-0.4	COCCNc1oc(-c2ccco2)nc1S(=O)(=O)c1ccc2c(c1)OCCO2
2.7	N#Cc1ccc(N2CCC(C(=O)Nc3nc(C4CC4)cs3)CC2)nc1
5.6	CNS(=O)(=O)c1ccc(Oc2ccc3c(C)cc(=O)oc3c2)c([N+](=O)[O-])c1
0.6	Cc1cc(C)cc(-n2nnc(C(=O)NC(C)C)c2N)c1
9.1	CCOC(=O)C(C(=O)O)C1CCCCC1 (configuration not stated)
6.2	c1ccc2nc(-c3nnc4sc(-c5ccncc5)nn34)ccc2c1
1.5	Cc1cc(C)c(/C=N/NC(=O)C(c2ccccc2)c2ccccc2)c(C)c1
9.0	COc1cccc(C(=O)Nc2sc3c(c2C(N)=O)CCC(C)C3)c1OC(F)F (configuration not stated)
6.8	CC1CCCN(S(=O)(=O)c2ccc(-c3nc(C#N)c(NCCc4ccccc4)o3)cc2)C1 (configuration not stated)
0.7	Cc1ccc(CN2CCN(c3nc4c(c(=O)[nH]c(=O)n4C)n3Cc3ccc(C)cc3)CC2)cc1
2.5	CCC(=O)Nc1nc2c(C)cc(NC(=O)Nc3ccccc3OC)cc2s1
1.8	Cc1ccc2c(c1)SC(C(=O)O)C2 (configuration not stated)
0.4	NCCCS(N)(=O)=O
-5.2	CC(NS(=O)(=O)c1ccc(C#N)cc1)c1cccs1 (configuration not stated)
-1.5	CNC(=O)NC(=O)C(c1ccccc1)N(C)Cc1ccc(C)cc1 (configuration not stated)
1.1	O=C(Nc1ccc(C23CC4CC(CC(c5ccccc5)(C4)C2)C3)cc1)c1ccc(-c2ccccc2)cc1
3.9	CCN(CC)c1nc2ccccc2nc1C(=O)Nc1cc(F)ccc1F
-3.7	CC1(C)CC(=O)C2=C(C1)NC(=O)CC2c1ccccc1C(F)(F)F (configuration not stated)
1.8	O=c1[nH]c(CN2CCN(Cc3cccs3)CC2)nc2scc(-c3ccc(F)cc3)c12
-3.9	O=C(CSc1n[nH]c(-c2ccccc2)n1)c1cc(F)ccc1F
2.6	COCC(C)NS(=O)(=O)c1ccc(C)cc1C (configuration not stated)
-19.8	CC1CCc2sc(C(=O)OCC(=O)N3CCC(c4ccccc4)=N3)cc2C1 (configuration not stated)
-4.4	COc1ccccc1C(=O)Nc1ccc2oc(=O)ccc2c1
-2.1	Cc1cc(NC(=O)c2cc(F)ccc2Br)n(CCC#N)n1
0.9	O=C1CCCCCC[C@@H](O)[C@H](O)C[C@H](c2ccccc2)O1
-1.4	Fc1ccccc1COc1ccc(-c2nnco2)cc1
13.2	COc1cc(/C=C(/C#N)C(=O)c2cccc(C)c2)cc(Cl)c1O
2.3	O=C(NCc1cccnc1)c1ccc2c(c1)N(Cc1ccccc1)C(=O)c1ccccc1S2=O (configuration not stated)
13.5	CC(C#N)CN(C)C(=O)/C=C/c1ccsc1 (configuration not stated)
1.0	CCCCCNC(=O)C1C(=O)Nc2ccccc2C(=O)N1C(C)(C)C (configuration not stated)
13.4	O=C(COC(=O)c1ccccc1C(=O)c1ccc(Cl)c([N+](=O)[O-])c1)NC12CC3CC(CC(C3)C1)C2

Given tab-delimited: 20 of the compounds above.
Structure	LDHA inh
CCCCn1c(=O)[nH]c(=O)c2c1nc(CN1CCN(S(=O)(=O)c3ccccc3)CC1)n2C	5.3
COCCNc1oc(-c2ccco2)nc1S(=O)(=O)c1ccc2c(c1)OCCO2	-0.4
N#Cc1ccc(N2CCC(C(=O)Nc3nc(C4CC4)cs3)CC2)nc1	2.7
CNS(=O)(=O)c1ccc(Oc2ccc3c(C)cc(=O)oc3c2)c([N+](=O)[O-])c1	5.6
Cc1cc(C)cc(-n2nnc(C(=O)NC(C)C)c2N)c1	0.6
CCOC(=O)C(C(=O)O)C1CCCCC1 (configuration not stated)	9.1
c1ccc2nc(-c3nnc4sc(-c5ccncc5)nn34)ccc2c1	6.2
Cc1cc(C)c(/C=N/NC(=O)C(c2ccccc2)c2ccccc2)c(C)c1	1.5
COc1cccc(C(=O)Nc2sc3c(c2C(N)=O)CCC(C)C3)c1OC(F)F (configuration not stated)	9.0
CC1CCCN(S(=O)(=O)c2ccc(-c3nc(C#N)c(NCCc4ccccc4)o3)cc2)C1 (configuration not stated)	6.8
Cc1ccc(CN2CCN(c3nc4c(c(=O)[nH]c(=O)n4C)n3Cc3ccc(C)cc3)CC2)cc1	0.7
CCC(=O)Nc1nc2c(C)cc(NC(=O)Nc3ccccc3OC)cc2s1	2.5
Cc1ccc2c(c1)SC(C(=O)O)C2 (configuration not stated)	1.8
NCCCS(N)(=O)=O	0.4
CC(NS(=O)(=O)c1ccc(C#N)cc1)c1cccs1 (configuration not stated)	-5.2
CNC(=O)NC(=O)C(c1ccccc1)N(C)Cc1ccc(C)cc1 (configuration not stated)	-1.5
O=C(Nc1ccc(C23CC4CC(CC(c5ccccc5)(C4)C2)C3)cc1)c1ccc(-c2ccccc2)cc1	1.1
CCN(CC)c1nc2ccccc2nc1C(=O)Nc1cc(F)ccc1F	3.9
CC1(C)CC(=O)C2=C(C1)NC(=O)CC2c1ccccc1C(F)(F)F (configuration not stated)	-3.7
O=c1[nH]c(CN2CCN(Cc3cccs3)CC2)nc2scc(-c3ccc(F)cc3)c12	1.8

Remaining list, next part.
LDHA inh	SMILES
-3.2	Cc1ccc2c(-c3cc4ccccc4o3)cc(=O)oc2c1C
-1.5	CCC1CCCCN1S(=O)(=O)c1ccc(NC(=O)c2cc(=O)c3cc(C)cc(C)c3o2)cc1 (configuration not stated)
4.7	N#Cc1cn(CC(=O)Nc2cc(F)ccc2F)c2ccccc12
8.8	O=C(COC(=O)c1cc2ccccc2cc1O)Nc1ccc(F)cc1
0.2	CCCC[N+](CCCC)(CCCC)CCCC
-0.1	Cc1ccc(CN(C)C(C)C(=O)NCc2cccs2)cc1 (configuration not stated)
-1.3	COc1ccc(C(=O)Nc2ccc(C)cc2)cc1S(=O)(=O)NC1CCCC1
12.7	O=C1CCCN1CCCNCC1CCCCC1
11.6	Cc1ccccc1NC(=O)C1=C(Cl)CCCC1
-0.2	CC(=O)NC(NC(C)=O)c1cccnc1
-1.7	CCC(CC)c1nnc(NC(=O)C2CC(c3ccccc3)=NO2)s1 (configuration not stated)
-3.2	N#Cc1cccc(C(=O)NCCc2cccc3cccnc23)c1
7.9	C=CCn1c(C)cc(C(=O)COC(=O)c2nn(CCC)c(=O)c3ccccc23)c1C
9.5	Nc1nc(Cl)ncc1[N+](=O)[O-]
7.5	O=S(=O)(Cc1cccc(F)c1)Cc1nc2ccccc2s1
?	Cc1cccc(C(=O)C(C)C(=O)c2cccc(C)c2)c1
-0.4	O=C(NC1CCCCC1)C(c1ccc(-c2ccccc2)cc1)n1c(=O)c(-c2ccco2)nc2ccccc21 (configuration not stated)
-3.2	O=C(NCc1ccccc1)C(c1cc2ccccc2o1)n1c(=O)c(-c2ccco2)nc2ccccc21 (configuration not stated)
5.3	Cc1ccc(OC(C)C(=O)Nc2cc(-c3ccc(F)c(F)c3)no2)cc1C (configuration not stated)
-33.2*	CC(Sc1nc(CN2CCOCC2)nc2ccccc12)C(=O)Nc1ccc(F)cc1F (configuration not stated)
6.9	CCOc1ccc(-c2cccc(NS(=O)(=O)c3cc(OC)ccc3OC)c2)nn1
5.2	COc1ccc(-c2nc(C#N)c(NCCc3ccc(F)cc3)o2)cc1
7.6	Cc1ccc(S(=O)(=O)N2CCN(C(=O)CNc3cccc(Cl)c3Cl)CC2)cc1
1.7	Cn1c(=O)[nH]c2c(nc(-c3ccccc3)n2CCc2ccccc2)c1=O
2.2	COC(=O)CNC(=O)c1cccc2c(=O)c(C)c(-c3ccccc3)oc12
0.8	CCOC(=O)CCCNC(=O)CCl
6.0	C=CCOc1ccc2c(=O)c(Oc3cc(C)ccc3C)coc2c1
-3.8	CCCCN(CC)c1ccc(NS(=O)(=O)c2ccc(Br)s2)cc1C(=O)O
-11.1	O=C(C[C@H]1CC[C@H](NC(=O)Nc2ccccc2F)[C@@H](CO)O1)NCc1ccc(-c2ccccc2)cc1
9.3	O=C(Nc1ccc(Oc2ccc(Cl)cc2)cc1)c1nc2ccccc2nc1N1CCOCC1
0.3	Cc1ccc2nc3sc(C(=O)N4CCN(c5cccc(C(F)(F)F)c5)CC4)cc3cc2c1
-13.9	NC(=O)c1ccc(NC(=O)c2cc(-c3cccs3)nc3ccccc23)cc1
1.1	OC1CCCN(Cc2nnc(-c3ccccc3Cl)o2)C1 (configuration not stated)
0.6	O=C(O)CS(=O)(=O)Cc1cccc(Br)c1
-13.0	CCOC(=O)[C@]12CCCC=C1N(Cc1ccco1)C(=O)[C@H](CC(=O)NCCCN1CCCC1=O)C2
3.1	Cc1cccc2c(C(=O)O)cc(-c3ccc(Cl)s3)nc12
6.0	COC(=O)c1c(-c2ccc(F)cc2)csc1NC(=O)CN1CCN(c2ccccc2)CC1
-17.7	CS(=O)(=O)c1ccc2nc(NC(=O)COc3ccc(F)cc3)sc2c1
-5.4	CCN(CC)S(=O)(=O)c1ccc(-c2nc(C#N)c(NCc3ccc(F)cc3)o2)cc1
8.0	COc1ccc(Cl)cc1NC(=O)COC(=O)c1nn(C)c(=O)c2ccccc12
6.5	O=C(O)CCc1ncc(-c2ccc(F)cc2F)o1
2.8	Cc1cccc(C)c1-n1nnnc1-c1nc2cc3ccccc3cc2[nH]c1=O
-3.5	Cc1cccc(C)c1NS(=O)(=O)c1ccc(S(=O)(=O)N2CCCC2)cc1
4.3	CN(C)c1nc2c(c(=O)[nH]c(=O)n2C)n1Cc1ccccc1Cl
8.1	CNC(=O)CN(C)C(=O)c1cccc(C(F)(F)F)c1
-2.3	Cc1ccc(C(=O)CSc2nnnn2C2CC2)cc1C
-1.7	Cc1cc(C(=O)NNC(=S)NC(=O)c2ccccc2)cs1
0.6	Cc1c(Br)c(C(F)(F)F)nn1CC(=O)Nc1c(F)cc(F)cc1Br
-1.6	CN(C(=O)c1cc(=O)[nH]c2ccccc12)C1CCCC1
-10.6	CC1CCN(S(=O)(=O)c2cn(CC(=O)Nc3ccc(-c4ccno4)cc3)cn2)CC1
-5.8	COc1ccc2cc(CNC(=O)c3cc4ccc(OC)cc4nc3C)ccc2c1
2.8	O=C(Nc1nnc(C2CCCCC2)s1)C1CCN(C(=O)c2cccc(F)c2)CC1
0.5	CC(C)(C)c1ccc(O)c(NC(=O)c2n[nH]c(=O)c3ccccc23)c1
4.5	O=C(COc1ncnc2ccccc12)Nc1ccc(F)cc1
-3.1	CC(=O)Nc1ccc(NC(=O)CC2C(=O)NCCN2C(=O)CN2CCN(c3ncccn3)CC2)cc1 (configuration not stated)
10.7	COc1cc(Nc2c(C#N)cnc3ccccc23)cc(OC)c1OC

Carrying on.
LDHA inh	SMILES
4.9	COc1ccc(-c2ccc(CCC(=O)Nc3cc(Cl)ccc3OC)o2)cc1
-0.9	Nc1ccn([C@@H]2O[C@H](C(=O)N3CCN(Cc4ccccn4)CC3)[C@@H](O)[C@H]2O)c(=O)n1
5.5	Nn1c(SCc2ncc(-c3ccccc3)o2)nnc1-c1cccc(Cl)c1
-5.6	CC(C)CNC(=O)CNC(=O)CC1CCCCC1
-4.4	O=C(Nc1cn[nH]c1)C1CCCN(c2ncccc2C(F)(F)F)C1 (configuration not stated)
-0.2	CN(C)CCCN(Cc1ccc(Cl)cc1Cl)Cc1ccc(Cl)cc1Cl
0.2	Cc1[nH]c(SC(C)C(=O)Nc2cccc(S(=O)(=O)N3CCCCC3)c2)nc1Cc1ccccc1 (configuration not stated)
-4.3	Cc1ccc(CN2CCN(C(=O)CC(C)(C)C)CC2)cc1
-24.1	CCN(CC)C(CNC(=O)c1nc(-c2ccccc2)oc1C)c1ccccc1 (configuration not stated)
4.7	CC(Sc1nnc(N2CCCCC2)n1-c1ccccc1)c1nc2ccccc2c(=O)[nH]1 (configuration not stated)
2.7	Cc1ccc(-c2nnc3ccc(C)cc3c2C(=O)O)cc1
7.4	CCOC(CC)C(=O)NCC1CCN(Cc2cccs2)CC1 (configuration not stated)
10.4	CC1C(c2ccccc2)=[N+]([O-])C(C)(c2ccc(Cl)cc2)N1O (configuration not stated)
5.8	O=C(CSc1n[nH]c(-c2cc(Br)ccc2O)n1)N1CCOCC1
9.3	CC(Sc1ncnc2nc[nH]c12)C(=O)NCc1ccc(Cl)cc1Cl (configuration not stated)
-3.7	CCN(CC(=O)Nc1ccccc1OC)C(=O)c1ccc(-c2cc(Cl)ccc2Cl)o1
11.1	Cc1ccc(NC(=O)COC(=O)c2ccc(Cl)c(S(=O)(=O)N3CCCCCC3)c2)c(C)c1
5.1	Cc1cccc(Cn2c(N3CCOCC3)nc3c2c(=O)[nH]c(=O)n3C)c1
-1.7	O=C(CSc1nc(=O)n(Cc2ccco2)c2c1CCC2)NC1CCCCC1
-9.2	Cc1ccc(-c2ccc(C=O)o2)cc1
1.0	O=C(O)CSc1ccc(Cl)c(Cl)c1Cl
-4.1	c1ccc(C(CNCc2ccncc2)N2CCCC2)cc1 (configuration not stated)
-3.1	O=C(N/N=C/c1ccccc1Cl)c1cccs1
0.4	O=C(COc1cc(Cl)ccc1Cl)N1CC=C(c2ccccc2)CC1
13.3	CCCCC(=O)N/N=C(/C)c1ccc(NC(=O)c2ccc(Cl)cc2)cc1
-1.7	Cc1cc(C)c(NC(=O)CN(C)Cc2coc(-c3ccccc3)n2)c(C)c1

The list is partial. The share of hits here may be higher or lower than overall.
